FUS suppressor = FUS proteinopathy suppression in yeast. S. cerevisiae FUS-expressing, growth rescue, OD600, 24 h. Potency, µM (highest dose often 76.6 µM), for the others: at the highest dose growth rescue (activation), most hits filed as activators. actives 0.24% (n = 390,000). AID 1347120;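 further: potency means the concentration at half of the fitted maximal effect; plate controls were DMSO vehicle for no effect and reference control for full effect; nearly all actives have a fitted effect of over 55% in size; some results filed as inactive show a strong effect at the top dose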
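Cultures pregrown in 2.5% raffinose medium are shifted to minimal medium containing 2% galactose to express toxic FUS. Compounds are tested at several concentrations. After 24hr at 30C, growth is quantified at 600 nm absorbance.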
Abeta yeast res = A-beta toxicity reversal in yeast. yeast expressing A-beta42, growth rescue, OD600, 48 h; response scale: 0% DMSO, 100% iron-clioquinol control. Potency, µM (highest dose often 46.1 µM), for the others: at the highest dose growth rescue, most hits filed as activators. actives 0.063% (n = 410,000). AID 1347071; further: potency means the concentration at half of the fitted maximal effect; nearly all actives have a fitted effect of over 55% in size
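Yeast growth medium received pinned compounds, then yeast cells expressing toxic A-beta were added; plates incubated at 30 C for 48 hr. Growth read as absorbance at 600 nm, normalized to DMSO and equimolar FeCl3 plus clioquinol controls.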
EPAC1 ag = EPAC1 (human) agonism; EPAC1 agonist qHTS, biochemical assay; response scale: 100% = response to 6.5 mM cAMP; Potency, µM (series often up to 154 µM), without a hit: at the top dose activation, actives largely listed as activators; O95398; actives 0.073% (n = 360,000); further: potency means the concentration at half of the fitted maximal effect; nearly all actives have a fitted effect of over 60% in size
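Read-out is the fluorescence drop as BODIPY-GDP leaves Rap1B (480 nm excitation, 540 nm emission), recorded every 5 minutes over 30 minutes. Reactions held 100 nM EPAC1, 250 nM Rap1B–BODIPY-GDP and 50 uM GDP, with 6.5 mM cAMP setting full activation.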
IL2 activator = activates IL-2 in a cell-based reporter assay. activation, % (series mostly up to about 46 µM). actives 0.065% (n = 360,000). IL-2 activation reporter assay, cell-based qHTS; stimulated with anti-CD3/CD4/CD28 beads; in transgenic mouse T cells; in the data active means activation above about 50%; inconclusive means mostly about 30% to 49%; further: 0% is about no effect
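Readout is EGFP and DsRed signal by fluorescent plate cytometry after 18 h at 37 degrees C. Transgenic mouse T cells (750/well) received compound for 60 min before bead stimulation (anti-CD3, anti-CD4, anti-CD28); memory T cells served as non-tolerant control.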
PI5P4K alpha inh = PI5P4K alpha (human) kinase inhibition | PI5P4Kalpha enzyme, ADP-Glo luminescence, 60 min; active compounds read low | max response, % | actives 1.2% (n = 330,000) | AID 652105; active means max response of -50% or lower; inconclusive means between -30% and -50%; inactive means -30% or higher; further: value at the top dose of about 77 µM; on the % scale 0 is the no-effect control and ±100 the full control effect
Target sequence (P48426 whole entry, looked up): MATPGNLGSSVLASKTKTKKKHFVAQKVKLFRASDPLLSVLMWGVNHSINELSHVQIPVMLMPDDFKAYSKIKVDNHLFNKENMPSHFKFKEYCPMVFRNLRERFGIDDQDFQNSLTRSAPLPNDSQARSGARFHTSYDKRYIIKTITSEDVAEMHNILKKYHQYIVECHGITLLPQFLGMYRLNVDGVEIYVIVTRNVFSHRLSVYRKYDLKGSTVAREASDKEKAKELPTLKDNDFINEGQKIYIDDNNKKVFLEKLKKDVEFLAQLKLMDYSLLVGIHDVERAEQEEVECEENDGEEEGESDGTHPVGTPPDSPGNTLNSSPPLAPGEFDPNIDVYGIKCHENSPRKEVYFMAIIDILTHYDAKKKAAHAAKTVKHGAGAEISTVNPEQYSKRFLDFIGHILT
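Human PI5P4Kalpha with substrate in 0.038 M HEPES pH 7.4, 0.28 mM EGTA, 0.1% CHAPS, 5% DMSO; reaction started with 5 microM ATP (final), 60 min at room temperature. ADP formed read by ADP-Glo luminescence.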
PLK1 PBD inh = PLK1 (human) polo-box domain binding inhibition; Plk1 PBD binding of FITC phosphopeptide, fluorescence polarization; Potency, µM, inactives show max response, negative = inhibition, hits mostly inhibitors; actives 2.8% (n = 360,000); AID 720504; further: potency means the concentration at half of the fitted maximal effect; series mostly up to about 57 µM; on the % scale 0 is the no-effect control and ±100 the full control effect; nearly all actives have a fitted effect of over 65% in size
Target sequence (P53350 whole entry, looked up, the tested form may be a part): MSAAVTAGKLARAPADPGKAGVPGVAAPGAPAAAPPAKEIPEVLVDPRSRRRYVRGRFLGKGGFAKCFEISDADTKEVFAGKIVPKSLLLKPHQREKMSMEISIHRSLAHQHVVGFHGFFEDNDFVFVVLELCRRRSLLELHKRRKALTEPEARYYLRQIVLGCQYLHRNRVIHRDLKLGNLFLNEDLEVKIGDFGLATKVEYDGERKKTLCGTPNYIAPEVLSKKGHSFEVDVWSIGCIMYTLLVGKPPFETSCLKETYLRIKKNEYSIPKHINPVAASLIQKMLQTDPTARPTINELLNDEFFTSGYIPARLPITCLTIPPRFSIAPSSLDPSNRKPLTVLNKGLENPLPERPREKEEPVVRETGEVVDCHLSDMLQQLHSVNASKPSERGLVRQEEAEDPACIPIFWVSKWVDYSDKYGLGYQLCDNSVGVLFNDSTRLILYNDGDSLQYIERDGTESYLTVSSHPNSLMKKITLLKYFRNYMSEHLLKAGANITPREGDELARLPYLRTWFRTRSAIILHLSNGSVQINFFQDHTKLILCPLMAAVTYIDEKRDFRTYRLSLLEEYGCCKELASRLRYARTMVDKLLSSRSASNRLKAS
EPAC1 antagonist = EPAC1 (human) antagonism; EPAC1 GEF assay, Rap1b-BODIPY-GDP exchange fluorescence; AID 720709; O95398; actives 0.14% (n = 360,000); Potency, µM (doses to about 115 µM), inactives show at the top dose activity change, negative = inhibition, actives largely listed as inhibitors;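 further: potency means the concentration at half of the fitted maximal effect; plate controls were vehicle for no effect and positive control for full effect; nearly all actives have a fitted effect of over 50% in size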
WRN inhibitor = WRN helicase (human) inhibition; WRN helicase unwinding, fluorescent forked duplex, kinetic; actives 0.46% (n = 360,000); Q14191; Potency, µM (titrated, usually from 114 µM), inactives show at the top dose activity change, negative = inhibition, actives largely listed as inhibitors; AID 651768; further: potency means the concentration at half of the fitted maximal effect; on the % scale 0 is the no-effect control and ±100 the full control effect; nearly all actives have a fitted effect of over 55% in size
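Enzyme (20 nM final) and test compound sit together 15 min at room temperature before substrate addition. Substrate is a single-forked duplex oligonucleotide (100 nM) labelled with fluorophore and quencher, with 2 mM ATP; helicase unwinding raises red fluorescence, read kinetically.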
* hit, by the source's call; ? = inconclusive; nt = no result given; & = joins results of further samples; [ ] = remark or other dose. Unless noted, the call rests on the fitted dose curve; in most records, active means well fitted curve in the direction sought with a large enough effect; inconclusive means small, poorly fitted or top-dose-only effect, or another doubt; inactive means no such curve, though single readings can be large; an effect the other way counts as inactive or inconclusive.

cpd	Compound	FUS suppressor	Abeta yeast res	EPAC1 ag	IL2 activator	PI5P4K alpha inh	PLK1 PBD inh	EPAC1 antagonist	WRN inhibitor
1	CC(C)Cn1c(N)c(C(=O)NCCN2CCOCC2)c2nc3ccccc3nc21	7%	19%	-6%	0.1	nt	-4%	0%	-9%
2	CCCCC(=O)N(C)c1c(CC)nc2c(OCCOc3ccc(F)cc3)cccn12	3%	-17%	0%	-0.4	3	-4%	-19%	-6%
3	COc1ccccc1NC(=S)NC12CN3CN(CN(C3)C1)C2	0%	3%	0%	0.6	4	-6%	3%	5%[57.1 µM]
4	COc1ccc(C(=O)OCC(=O)NC2CC2)cc1OC	-19%	-1%	9%	0.1	7	3%	5%	0%
5	NC(=O)c1cc2cc(Br)ccc2oc1=NCc1ccccc1	-24%	-7%	8%	1.3	2	-14%	-5%	-46%[57.1 µM]
6	Cc1ccc(OCC(=O)Nc2cccc(S(=O)(=O)N3CCCCC3)c2)c([N+](=O)[O-])n1	0%	3%	13%	-2.0	1	-10%	2%	-4%
7	CCOC(=O)c1n[nH]c(=O)c2ccccc12	-1%	4%	2%	-0.3	0	-16%	-22%	0%
8	CC(C)Cn1c(-c2csc(C(C)C)c2)n[nH]c1=S	?	?	-9%	-1.2	-15	0%	-22%	-3%
9	COc1ccc(/C=N/NC(=O)CN(C2=NS(=O)(=O)c3ccccc32)c2ccccc2)cc1OC	nt	8%	-15%	0.3	-2	6%	-19%	-14%
10	CCCCNC(=O)CSc1nc2cc3c(cc2c(=O)n1CCCC(=O)NCCc1ccc(OC)c(OC)c1)OCO3	10%&-7%	-9%&-10%	-5%	-0.4	-15	-6%	3%	-4%
11	COc1nnc(-c2ccc(C)c(S(=O)(=O)N(C)C)c2)c2ccccc12	16%	-5%	18%	3.2	1	-1%	13%	0%
12	O=C(Nc1ccccc1)C1Cc2c(-c3cccc(F)c3)ccnc2O1 (stereo not drawn)	17%	7%	-3%	-0.3	-8	2%	1%	0%
13	COc1ccc(S(=O)(=O)NNC(=O)c2ccccc2-n2cccc2)cc1	-5%	-10%	-1%	1.0	-4	-11%	-14%	9%[57.1 µM]
14	O=C(COc1ccc(S(=O)(=O)NC2CCCC2)cc1)NCC1CCCO1 (stereo not drawn)	4%	3%	7%	0.7	1	-8%	26%	9%
15	Cc1nc2sccn2c1-c1csc(NCc2ccccc2)n1	31%	-3%	16%	2.7	nt	?	3%	-14%
16	O=C(NCCc1ccc(F)cc1)C(=O)NCC1CCCN1S(=O)(=O)c1ccccc1 (stereo not drawn)	22%	9%	1%	-0.4	-5	-2%	-4%	-7%
17	CC1(C)C(=O)C2(CCCCC2)C(=O)OC1c1cccn1-c1ccc([N+](=O)[O-])cc1 (stereo not drawn)	-10%	-6%	-2%	-0.2	-5	1%	10%	5%
18	Cc1cccc(Cn2nc(C)cc2NC(=O)Cn2cc([N+](=O)[O-])cn2)c1	4%	2%	5%	-0.5	-2	0%	?	-2%[57.1 µM]
19	CCSc1nnc(-c2ccc(Cl)cc2)c2ccccc12	-13%	15%	0%	-2.7	nt	-2%	-2%	-1%
20	NC(=O)c1ccc(NC(=O)COC(=O)c2ccccc2SCC(=O)N2CCCC2)cc1	0%	2%	-4%	0.1	-1	-24%	-6%	-4%
21	COc1ccc(CCN2CC(C(=O)N(C)Cc3cccnc3)CC2=O)cc1OC (stereo not drawn)	nt	1%	0%	-2.5	7	0%	18%	5%
22	CCCCN(C(=O)c1cc(-c2ccc(F)cc2)nc2ccccc12)c1c(N)n(CCCC)c(=O)[nH]c1=O	12%	4%	-3%	-1.8	-4	-7%	-3%	9%
23	COc1ccc(Cc2nc3ccc(S(=O)(=O)N4CCOCC4)cc3[nH]2)cc1OC	18%	-9%	10%	-0.8	nt	-1%	-4%	-8%
24	O=C(Nc1nc(-c2ccccc2)cs1)C1CCCO1 (stereo not drawn)	-5%	12%	3%	0.7	nt	-6%	2%	0%
25	CCCC(=O)Nc1cc(C(=O)O)ccc1S(=O)(=O)c1ccc(Cl)cc1	6%	0%	-1%	-0.4	4	-1%	-22%	2%
26	O=C(CCS(=O)(=O)Cc1ccccc1)N1CCc2ccccc2C1	14%	17%	8%	0.4	nt	-11%	2%	1%
27	CC1=C(C(=O)N(C(C)C)C(C)C)CC(CC(=O)NCc2cccs2)C(=O)N1CCCN1CCCC1=O (stereo not drawn)	-1%	-10%	-1%	1.7	-1	-2%	-5%	-4%
28	CCOC(=O)c1ccc(NC(=O)NCCc2ccccc2OC)cc1	2%	-12%	13%	0.4	3	-4%	-10%	-4%
29	CCC(C(=O)Nc1nc(C)c(C)s1)c1ccccc1 (stereo not drawn)	-5%	?	-8%	1.6	1	0%	-1%	-27%
30	O=S1c2ccccc2Oc2ccccc21	-12%	-4%	0%	-0.7	2	-13%	-5%	-14%
31	COc1ccc(OCC(=O)OCC(=O)NCc2ccc(F)cc2)cc1	nt	-6%	5%	0.5	1	-8%	-13%	-2%
32	CCOc1ccc(NS(=O)(=O)c2cc(Cl)ccc2OC)cc1	8%	22%	5%	2.5	0	-3%	-22%	-7%
33	COc1cc(N2CCCC2)c(OC)cc1/C=C1/NC(=S)NC1=O	nt	-14%	22%	27	-26	23%	20%	-27%
34	Cc1ccccc1NC(=O)c1cccc(C(F)(F)F)c1	-1%	?	-9%	-0.2	-1	6%	17%	-11%[57.1 µM]
35	COc1ccc(C(=O)N/N=C(\C)CC(=O)Nc2ccc(Cl)cn2)cc1	22%	-7%	6%	-1.0	-3	-8%	-6%	-4%
36	CCSC1=N/C(=C\c2cccnc2)C(=O)N1c1ccccc1	nt	-22%	-5%	-0.5	1	-4%	-12%	1%
37	Cc1ccc(CCNC(=O)CCn2c(=O)c3cccn3c3ccc(F)cc32)cc1	28%&30%	3%&-10%	-2%	-3.6	-6	-12%	?	0%
38	N#CC1=C(N)Oc2n[nH]c(-c3cccs3)c2C1c1ccccc1C(=O)O (stereo not drawn)	4%	-2%	-3%	1.1	-6	-11%	11%	-4%
39	COC(=O)C(Cc1ccc(OC(=O)c2ccc(C)cc2)cc1)N1Cc2ccccc2C1=O (stereo not drawn)	?	20%	22%	0.0	3	-5%	-8%	-6%
40	COc1ccc(NC(=S)NCCSc2ccc(C)cc2)c(OC)c1	23%	5%	12%	-1.8	0	-8%	-8%	2%
41	O=S(=O)(c1ccc2c(c1)OCCCO2)N1CCNCC1	13%	0%	1%	-0.6	-4	1%	9%	4%
42	COc1cc2nc(=S)n3[nH]c(CCn4nc(C)cc4C)nc3c2cc1OC	?	-2%	6%	-2.7	-3	-14%	3%	-22%
43	O=C(Nc1cc([N+](=O)[O-])ccc1F)C1CCN(S(=O)(=O)c2cccs2)CC1	nt	7%	-2%	-5.2	-10	-5%	-4%	-12%
44	COC(=O)C1(S(=O)(=O)c2ccc(C)cc2)CCOCC1	-11%	-7%	0%	-2.0	nt	-7%	3%	-1%
45	CC(C)(C)c1cn(-c2ccc(F)cc2)c(=S)[nH]1	?	-2%	-11%	-2.2	-1	-14%	14%	-12%
46	O=S(=O)(c1cccc(-c2nnco2)c1)N1CCOCC1	-1%	-18%	-1%	1.8	4	-4%	-4%	-1%
47	CN(Cc1cnn(C)c1)C(=O)CC1C(=O)NCCN1Cc1cccc(Oc2ccccc2)c1 (stereo not drawn)	5%	-7%	5%	-0.6	4	-20%	8%	-2%
48	CC(C)Cn1c(N)c(C(=O)COC(=O)C2CCCN2C(=O)c2cccs2)c(=O)n(C)c1=O (stereo not drawn)	nt	-5%	8%	-4.7	5	-6%	-1%	-21%
49	COc1ccc(CC(=O)Oc2ccccc2C)cc1S(=O)(=O)N1CCOCC1	27%	-11%	10%	0.0	3	-5%	-12%	-10%
50	O=C(NNC(=O)c1ccncc1)c1ccccc1	2%	6%	3%	-0.2	3	-2%	-9%	2%
51	Cc1noc(NS(=O)(=O)c2ccc(NC(=O)CSc3nc4c(cc3C#N)CCC4)cc2)c1C	?	-3%	1%	0.3	-11	?	-28%	0%
52	O=C(Nc1ccccn1)C1COc2ccccc2O1 (stereo not drawn)	3%	4%	-5%	0.7	nt	1%	17%	2%
53	COc1ccc(S(=O)(=O)NCc2ccc(C(=O)NCCCN3CC(C)CC(C)C3)cc2)cc1 (stereo not drawn)	-7%	0%	0%	0.6	0	27µM*	24%	-18%
54	O=C1c2ccccc2C(=O)N1CCCCSc1nnc2c(Cl)cc(Cl)cn12	-5%	-5%	6%	-2.0	-17	-10%	5%	-24%[57.1 µM]
55	Cc1cc(-c2ccc(/C=N/n3cnnc3)o2)c([N+](=O)[O-])cc1C	31%	-15%	-5%	-1.2	-19	-16%	6%	-8%
56	CCN(CC(=O)Nc1ccccc1OC)C(=O)CN1C(=O)NC(C)(c2ccc(C)cc2)C1=O (stereo not drawn)	7%	-10%	12%	0.5	-1	-2%	1%	-6%
57	CC1CCC2(CC1)NC(=O)N(CC(=O)Nc1ccc(F)cc1)C2=O (stereo not drawn)	-30%	-13%	-2%	0.5	-6	-6%	19%	4%
58	Cc1cc2ncn(/N=C/c3ccc(-c4ccccc4)o3)c2cc1C	-2%	-4%	4%	-1.7	13	6%	-16%	-12%
59	Cc1nc(N2CCN(Cc3ccc4c(c3)OCO4)CC2)c2oc3ccccc3c2n1	14%	-5%	21%	-3.2	3	-23%	-18%	-10%
60	COC(=O)[C@H](Cc1ccccc1)NC(=O)NCc1ccccc1OC	9%	5%	2%	-0.1	nt	0%	8%	1%
61	[O-]c1n[n+](-c2ccc(Cl)cc2)cc2ccccc12	5%	-18%	15%	0.2	-16	3.4µM*	-15%	-8%
62	CCN(CC(=O)Nc1ccc(NC(C)=O)cc1)C(=O)Cc1ccc(Cl)c(Cl)c1	-13%	-1%	-5%	-0.1	-8	4%	6%	-5%

One compound at a time, from the list above:
`Cc1noc(NS(=O)(=O)c2ccc(NC(=O)CSc3nc4c(cc3C#N)CCC4)cc2)c1C` across the screens: FUS suppressor: ?; Abeta yeast res: -3%; EPAC1 ag: 1%; IL2 activator: 0.3; PI5P4K alpha inh: -11; PLK1 PBD inh: ?; EPAC1 antagonist: -28%; WRN inhibitor: 0%
`CCN(CC(=O)Nc1ccc(NC(C)=O)cc1)C(=O)Cc1ccc(Cl)c(Cl)c1` across the screens: FUS suppressor: -13%; Abeta yeast res: -1%; EPAC1 ag: -5%; IL2 activator: -0.1; PI5P4K alpha inh: -8; PLK1 PBD inh: 4%; EPAC1 antagonist: 6%; WRN inhibitor: -5%

Screens deposited in PubChem by National Center for Advancing Translational Sciences (NCATS).
